# GAA glycogen: qHTS Assay for Inhibitors and Activators of Human alpha-Glucosidase Cleavage of Glycogen. recombinant GAA, glycogen substrate, Amplex Red glucose oxidase fluorescence. Lysosomal alpha-glucosidase (Homo sapiens), P10253. hit rate 0.38% among 300,000. AID 2100, 2009. Potency, µM (titrated, usually from 76.4 µM), for the others: top-dose activity change, negative = inhibition, hits mostly inhibitors; active means well fitted inhibition curve with a large enough effect; inconclusive means small, poorly fitted or top-dose-only effect, or another doubt; inactive means no such curve, though single readings can be large or run the other way;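 further: 0% = full enzyme reaction and -100% = no-enzyme basal signal; the screen sought inhibitors and activators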
#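 qHTS, 1536-well; enzyme 4 nM final; cpd up to 77 uM; substrate bovine liver glycogen 30 ug; 50 mM citrate/phosphate pH 5.0, 0.01% Tween-20; 37 C, 40 min; Amplex Red detection 45 min RT; Hill fit → AC50.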
# * marks the source's active call; other numbers are inactive results; u = inconclusive; [ ] = another dose, or the depositor's remark. Potency means the concentration at half of the fitted maximal effect. Only part of the results is shown (hit frequency here may not be typical).
SMILES,GAA glycogen
CCC1C(=O)C(C)(C)C(=O)OC1c1ccc([N+](=O)[O-])cc1 (stereo not drawn),15.3%[76.3 µM]
COc1cccc(CNC(=O)CCCCCNC(=O)N2CCn3c2nc2ccccc23)c1,-3.1%[76.3 µM]
COc1ccc(CC(=O)N[C@@H](C)C(=O)N2CCC3(CC2)NCCc2[nH]cnc23)cc1,-6.5%[76.3 µM]
O=C(NCc1ccc(F)cc1)c1ccc(Cl)c(NC2=NC3CS(=O)(=O)CC3S2)c1 (stereo not drawn),9.9%[76.3 µM]
CN(C)S(=O)(=O)c1ccc2c(c1)C(=NO)c1cc(S(=O)(=O)N(C)C)ccc1-2,-1.0%
CC(=O)NC(Cc1ccccc1F)C(=O)NC1CCN(C(=O)NCc2ccccc2)CC1 (stereo not drawn),2.1%
COc1cc2c(cc1OC)C(c1ccc(C)cc1)NC(=O)C2 (stereo not drawn),11.5%[76.3 µM]
CC1CCCC(C)N1C(=O)CSc1ccc(-c2ccc3c(c2)OCCO3)nn1 (stereo not drawn),0.3%
O=C(c1ccc(Cl)c(S(=O)(=O)N2CCCC2)c1)N1CCCCC1,2.2%[76.3 µM]
CCOC(=O)c1[nH]c2ccc(F)cc2c1NC(=O)c1ccccc1C(=O)O,6.8%
COc1ccc2c(c1OC)c(=O)n1c3ccc(OC(C)C(=O)NCCCN4CCOCC4)cc3c3ccnc2c31 (stereo not drawn),-11.9%[76.3 µM]
O=S1(=O)CCOC[C@H](c2ccccc2)N1Cc1ccccc1,13.0%[76.3 µM]
Cc1cc2c(cc1S(=O)(=O)N1CC(C)CC(C)C1)OCC(=O)N2 (stereo not drawn),14.6%[76.3 µM]
c1ccc2c(OCCCCN3CCCC3)cccc2c1,-3.1%[76.3 µM]
CCN(CC)c1ccc(NC(=O)Nc2cccc3ccccc23)cc1,-14.8%
Nc1nc(Cl)cc(Oc2ccc([N+](=O)[O-])cc2)n1,-9.1%
COCCC(=O)N1CCC(C(=O)Nc2ccc(Oc3ccccc3)nc2)CC1,0.1%[76.3 µM]
COc1ccc(N2CCN(C(=S)Nc3ccc(OC)cc3OC)CC2)cc1,-24.2%[76.3 µM]
Fc1ccc(CN2CCN(c3ncnc4scc(-c5ccccc5)c34)CC2)cc1,-1.4%
Cc1ccccc1-c1nc(CS(=O)(=O)CC(=O)N2CCCCC2)c(C)o1,3.4%[76.3 µM]

# 3 consecutive records from above:
SMILES,GAA glycogen
CCC1C(=O)C(C)(C)C(=O)OC1c1ccc([N+](=O)[O-])cc1 (stereo not drawn),15.3%[76.3 µM]
COc1cccc(CNC(=O)CCCCCNC(=O)N2CCn3c2nc2ccccc23)c1,-3.1%[76.3 µM]
COc1ccc(CC(=O)N[C@@H](C)C(=O)N2CCC3(CC2)NCCc2[nH]cnc23)cc1,-6.5%[76.3 µM]

# Following part.
SMILES,GAA glycogen
COc1ccccc1N1C(=NC(=O)CCC2CCCC2)SC2CS(=O)(=O)CC21 (stereo not drawn),1.4%[76.3 µM]
COc1ccc(N2CCN(C(=O)CCCNC(=O)Cn3cnc4sc(C)c(C)c4c3=O)CC2)cc1,0.2%
CC(C)(C)c1ccc(C(=O)NN=C2CCCC2)cc1,-19.8%[76.3 µM]
O=C(CCc1ccccc1O)NC1CCCc2ccccc21 (stereo not drawn),0.9%
Cn1ncc([N+](=O)[O-])c1C(=O)NC1CCCCC1,-3.6%[76.3 µM]
CCC(C)[C@H](NC(=O)OC(C)(C)C)C(=O)NCC1CCC(C(=O)N[C@@H](Cc2ccccc2)C(=O)O)CC1 (stereo partly drawn),8.1%
CCN(CC)S(=O)(=O)c1ccc(Cl)c(C(=O)Nc2cccnc2)c1,4.4%[76.3 µM]
O=C(c1ccc(Br)cc1)N1CCC(C(=O)N2CCN(Cc3ccccc3)CC2)CC1,-7.4%[76.3 µM]
CCOc1ccccc1NC(=S)Nn1cnnc1,6.9%[76.3 µM]
Cc1ccc(NS(=O)(=O)c2ccc3c(c2)NC(=O)C(C)C(=O)N3)c(Cl)c1 (stereo not drawn),25.4%[76.3 µM]
Cc1cc(NC(=O)c2ccc3[nH]c(C)c(C)c3c2)ccn1,2.5%
COc1ccc(OC)c(/C=N/n2c(COc3ccccc3)n[nH]c2=S)c1,-0.5%
CN(C)c1ccc(NC(=O)CN2CCc3ccccc3C2)cc1,-2.6%[76.3 µM]
Cc1ccc2nsnc2c1NC(=O)c1ccc([N+](=O)[O-])o1,-2.2%
CC(=O)c1cccc(-n2c(CCC(=O)O)ccc2-c2ccc(C)cc2)c1,0.1%
COCCCNC(=O)Cn1c(=O)n(Cc2ccc(F)cc2)c(=O)c2sccc21,-7.4%[76.3 µM]
CC(C)(C)OC(=O)[C@H](Cc1ccccc1)NC(=O)c1nc[nH]c1C(=O)N1CCN(C(=O)OC(C)(C)C)CC1,-13.7%[76.3 µM]
COc1ccc2[nH]c(C(=O)N/N=C/c3ccc(OC)c(O)c3)cc2c1,-5.1%
CC(=O)c1ccccc1NS(=O)(=O)c1cccc2nsnc12,12.4%[76.3 µM]
CCOc1ccc(N(C(C)C(=O)N2CCCC2)S(C)(=O)=O)cc1 (stereo not drawn),10.3%[76.3 µM]

# 4 of these compounds in another layout:
SMILES | GAA glycogen
Cn1ncc([N+](=O)[O-])c1C(=O)NC1CCCCC1 | -3.6%[76.3 µM]
Cc1ccc(NS(=O)(=O)c2ccc3c(c2)NC(=O)C(C)C(=O)N3)c(Cl)c1 (stereo not drawn) | 25.4%[76.3 µM]
CCN(CC)S(=O)(=O)c1ccc(Cl)c(C(=O)Nc2cccnc2)c1 | 4.4%[76.3 µM]
O=C(CCc1ccccc1O)NC1CCCc2ccccc21 (stereo not drawn) | 0.9%

# Following part
SMILES,GAA glycogen
Cc1nc2ccc(NC(=O)c3cnc(Cl)c(Cl)c3)cc2s1,7.5%[76.3 µM]
Cc1cc(C)cc(NC(=S)N2CCC(NC(=O)c3ccc(F)cc3)CC2)c1,0.5%
O=C(COc1ccccc1)Nc1cc(Cl)ccc1Cl,-11.8%[76.3 µM]
CCCCNc1ccc(C(CC(N)=O)NC(=O)c2cc(C)cc(C)c2)cc1[N+](=O)[O-] (stereo not drawn),10.8%[76.3 µM]
C=C(C)C(=O)Oc1ccc(N2C(=O)[C@@H]3C4C=CC(C4)[C@@H]3C2=O)cc1,2.4%
Cn1cc(CN2CCCC(C(=O)Nc3ccc(-c4cccc(F)c4)cc3)C2)cn1 (stereo not drawn),5.0%[76.3 µM]
O=C(CSc1cc(Cl)ccc1Cl)NC1CCCC1,-5.6%
COc1ccc(NC(=O)c2cccc(NC(=O)c3ccccc3)c2)cc1,-13.5%[76.3 µM]
COc1cccc(C(=S)N2CCOCC2)c1OS(=O)(=O)c1ccc(Cl)cc1,-8.9%[76.3 µM]
CCOc1ccc(S(=O)(=O)Nc2ccccc2C(=O)N2CCOCC2)cc1,4.3%
O=C(Nc1ccccc1)c1ccc(OC(=O)c2ccccc2)cc1,-6.0%[76.3 µM]
Cc1[nH]c2ccccc2c1C(=O)C(=O)NC1CC1,0.1%[76.3 µM]
CCCn1nc(NC(C)=O)c2cc3cccc(C)c3nc21,0.4%
O=C1CCC([N+](=O)[O-])C(c2ccccc2Br)N1 (stereo not drawn),-7.0%[76.3 µM]
CN(C(=O)Cn1nnc2ccccc2c1=O)C1CCCCC1,-2.9%
C=CCn1c(SCC(=O)N2CCOCC2)nnc1C(C)NC(=O)c1ccccc1 (stereo not drawn),-8.1%[76.3 µM]
Cc1ccc(NC(=O)CN(C)C(=O)c2cccnc2Nc2cccc(C(F)(F)F)c2)cc1,1.1%[76.3 µM]
CCN1CCN(C(=O)C2CCC(=O)N(Cc3cccc(C(F)(F)F)c3)C2)CC1 (stereo not drawn),-6.9%[76.3 µM]
Cc1ccc2c(c1)/C(=C/c1ccccc1F)C(=O)N2,-5.1%
C#CCOc1ccc(OC)cc1C(c1c(C)[nH][nH]c1=O)c1c(C)[nH][nH]c1=O,-9.3%[76.3 µM]

# Given with tabs: entries from further up.
SMILES	GAA glycogen
CCCCNc1ccc(C(CC(N)=O)NC(=O)c2cc(C)cc(C)c2)cc1[N+](=O)[O-] (stereo not drawn)	10.8%[76.3 µM]
C=C(C)C(=O)Oc1ccc(N2C(=O)[C@@H]3C4C=CC(C4)[C@@H]3C2=O)cc1	2.4%
Cn1cc(CN2CCCC(C(=O)Nc3ccc(-c4cccc(F)c4)cc3)C2)cn1 (stereo not drawn)	5.0%[76.3 µM]

# The listing continues:
SMILES,GAA glycogen
COC(=O)Cn1c(N2CCCC2)nc2c1c(=O)n(C)c(=O)n2C,-1.1%[76.3 µM]
O=C(CCN1C(=O)c2ccccc2C1=O)NCc1ccc(Cl)cc1,-4.5%
COc1cccc(CN(C(=O)c2cccc(OC)c2)C2CCS(=O)(=O)C2)c1 (stereo not drawn),-0.4%[76.3 µM]
CN1C(=O)C(CC(=O)NCCc2ccccc2)N(NC(=O)c2cccc(F)c2)C1=S (stereo not drawn),-11.2%
CN1CCN(NC(=O)Nc2ccc(F)cc2)CC1,-2.1%[76.3 µM]
Cc1ccc(S(=O)(=O)c2nnn3c2nc(N2CCC(C(N)=O)CC2)c2ccccc23)cc1,-10.2%[76.3 µM]
CCN(C(=O)c1cc([N+](=O)[O-])ccc1NCc1cccnc1)c1ccccc1,11.2%[76.3 µM]
CC1CN(C(=O)c2cccc(S(=O)(=O)Nc3ccccc3Cl)c2)CC(C)O1 (stereo not drawn),-5.7%[76.3 µM]
Cc1cc(C)cc(NC(=O)CSc2nc3ccccc3nc2N2CCCCC2)c1,8.4%[76.3 µM]
Cc1ccc(C(=O)NCCN2CCN(C(=O)c3ccc(C)c(C)c3)CC2)cc1C,3.8%[76.3 µM]
Cc1cc(C)cc(NC(=O)c2ccc(NC3=NC4CS(=O)(=O)CC4S3)cc2)c1 (stereo not drawn),15.5%[76.3 µM]
O=C(COc1ccc(S(=O)(=O)N2CCOCC2)cc1)NCc1ccccn1,0.8%[76.3 µM]
CCC(=O)N1CCc2cc(S(=O)(=O)N3CCN(c4cc(Cl)ccc4C)CC3)ccc21,-1.4%[76.3 µM]
Cn1c(SCC(=O)Nc2ccc(N3CCOCC3)cc2)nnc1-c1ccco1,5.2%
CC(CN1CCCC1)OC(=O)c1ccc(Cl)cc1 (stereo not drawn),-1.5%[76.3 µM]
CCOC(=O)C1=C(CS(=O)(=O)c2ccccc2)NC(=O)NC1c1cc(OC)c(O)c(OC)c1 (stereo not drawn),u
CC1=NN(C(=O)c2ccccc2Cl)C(O)(c2ccccc2)C1 (stereo not drawn),-3.5%[76.3 µM]
Cc1cccc(NC(=O)c2c(O)c3ccccc3n(C)c2=O)c1,4.9%[76.3 µM]
CCC(C(=O)Nc1ccc2[nH]ncc2c1)c1ccccc1 (stereo not drawn),-8.6%[76.3 µM]
CCOC(=O)c1cccc(NC(=O)CCCn2c(=O)c3cccn3c3cccnc32)c1,-3.1%[76.3 µM]
COc1ccc(C(=O)NC(CCSC)C(=O)N2CCCCCC2)cc1 (stereo not drawn),-2.9%
O=C(NCCCCNC(=O)c1ccccc1Cl)c1ccccc1Cl,-0.3%[76.3 µM]
C=CCNC(=S)NNc1nc2sc3c(c2c(=O)[nH]1)CC(C)(C)OC3,5.4%[76.3 µM]
Cc1cc(C(=O)N2CCCC(N3CCN(c4ccccc4C)CC3)C2)nc(C)n1 (stereo not drawn),-7.6%[76.3 µM]
O=C(NCc1ccco1)C1CC(=O)N(c2cccc(Cl)c2)C1 (stereo not drawn),2.5%
NS(=O)(=O)c1ccc2nc(NC(=O)c3ccc4c(c3)OCCO4)sc2c1,-9.6%[76.3 µM]
CC(C)Sc1ncnc2c1cnn2-c1ccccc1,-8.3%[76.3 µM]
O=C(NCc1ccccc1)c1cc2ccc(O)cc2oc1=O,4.8%[76.3 µM]
CCCc1nn2c(=O)cc(CSCC(=O)Nc3cccc(C)c3)nc2s1,-14.4%[76.3 µM]
C=C1CCC[C@]2(C)C[C@H]3OC(=O)C(CN(Cc4ccc(OC)c(OC)c4)CC(C)O)[C@H]3CC12 (stereo partly drawn),1.7%
Clc1ccc(CNCCCSc2ncccn2)cc1,-7.8%[76.3 µM]
CCCC(=O)C1=C(O)C(C(=O)OC)C(C)(C)CC1=NCc1ccccc1 (stereo not drawn),7.1%[76.3 µM]
O=S(=O)(c1ccc(Cl)cc1)N1CCN(Cc2cccnc2)CC1,2.1%
Cc1cc(C)c2cc(C#N)c(SCC(=O)Nc3cc(C)on3)nc2c1,-4.0%
Cc1ccc(Oc2cc(NN3CCCCC3)c([N+](=O)[O-])cc2[N+](=O)[O-])c(Cl)c1,17.0%[76.3 µM]
COc1ccc(OC)c(/C=N/NC(=S)NCCc2ccccc2)c1,-10.8%
COc1ccc2c(c1OC)C(=O)N1C2SC(C)(C)[C@H]1C(=O)NC1CCCC1 (stereo partly drawn),-6.4%[76.3 µM]
COc1ccc(-n2nc(C(=O)NCC(=O)N3CCCCCC3)c3ccccc3c2=O)cc1OC,-2.3%
COC(=O)Cn1c(=O)c2c(nc3n2CCCN3Cc2ccccc2)n(C)c1=O,-4.1%
FC(F)(F)c1ccccc1-c1nc(-c2ccncc2)no1,-2.8%
COc1ccc(NC(=O)CSc2n[nH]c(=O)n2Cc2ccccc2)cc1Cl,7.0%[76.3 µM]
Cc1ccc(N(C(=O)c2ccccn2)C(C(=O)NC2CCCCC2)c2ccncc2)cc1 (stereo not drawn),4.7%
COc1ccc(C(=O)NC(=S)Nc2cccc3ncccc23)cc1[N+](=O)[O-],0.6%[76.3 µM]
COc1ccc(C(=O)NCC(=O)OCCCOC(=O)CNC(=O)c2ccc(OC)c(OC)c2)cc1OC,-13.0%[76.3 µM]
CCOC(=O)N1CCN(CC(=O)N2c3ccccc3Sc3ccccc32)CC1,2.2%
CCCn1c(CCNc2nc(-c3ccc(OC)cc3)cs2)nc2ccccc21,0.1%[76.3 µM]

# Screening results (PubChem)
